Assay outcomes: PubChem BioAssay, National Center for Advancing Translational Sciences (NCATS)
p53 reactivator – qHTS assay for re-activators of p53 using a Luc reporter; H1299 p53-A138V BP100-luciferase reporter, luminescence, 24 h; Potency, µM (doses to about 92.2 µM), without a hit: at the top dose activity change, positive = activation, actives largely listed as activators; 320,000 tested, 0.063% active; AID 504706, 2011; note: potency is the fitted concentration of half-maximal effect; % of control where 0% means no effect; nearly all actives have a fitted effect of over 45% in size
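H1299 (p53-null), stable ts p53-A138V + BP100-Luc; 1000 cells/well, Opti-MEM/10% FBS; cpd 4 pt, 1:5; 24 h, 37 deg C, 5% CO2; detection reagent 10 min RT; luminescence.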
MLL CXXC-DNA inh – qHTS Fluorescence Polarization Assay for Inhibitors of MLL CXXC domain - DNA interaction; MLL-CXXC / FITC-HOXA9 DNA fluorescence polarization; Potency, µM (top dose mostly 115 µM), for the others: at the top dose activity change, negative = inhibition, usual class: inhibitors; Histone-lysine N-methyltransferase 2A (Homo sapiens), Q03164; 290,000 tested, 0.037% active; active = well fitted inhibition curve with a large enough effect in the polarisation, with a control signal flat, not every such curve was filed as active; inconclusive = small, poorly fitted or top-dose-only effect, or effect the other way, or a change in a side signal; inactive = no such curve, though single readings can be large or run the other way; the % refers to the polarisation; note: potency is the fitted concentration of half-maximal effect
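Fluorescence polarization: 7 uM MLL-CXXC (stock) preincubated 5 min with compounds, then 50 nM fluorescein-HOX-A9 DNA (stock) added; 30 min ambient. Buffer 50 mM Tris-HCl pH 7.5, 50 mM NaCl, 1 mM DTT, 0.05% BSA.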
B2AR arrestin – qHTS assay of beta-arrestin-biased ligands of beta2-adrenergic receptor | beta-arrestin recruitment to beta2AR, cell-based reporter | Potency, µM (series often up to 46.1 µM), inactives show at the highest dose activation, actives largely listed as activators | 330,000 tested, 0.02% active | AID 492947, 2010 | Beta-2 adrenergic receptor (Homo sapiens), P07550;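 note: potency is the fitted concentration of half-maximal effect; 0% = DMSO controls and full agonism = EC100 isoproterenol or metaproterenol; nearly all actives have a fitted effect of over 65% in size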
Target sequence (P07550 whole entry, looked up): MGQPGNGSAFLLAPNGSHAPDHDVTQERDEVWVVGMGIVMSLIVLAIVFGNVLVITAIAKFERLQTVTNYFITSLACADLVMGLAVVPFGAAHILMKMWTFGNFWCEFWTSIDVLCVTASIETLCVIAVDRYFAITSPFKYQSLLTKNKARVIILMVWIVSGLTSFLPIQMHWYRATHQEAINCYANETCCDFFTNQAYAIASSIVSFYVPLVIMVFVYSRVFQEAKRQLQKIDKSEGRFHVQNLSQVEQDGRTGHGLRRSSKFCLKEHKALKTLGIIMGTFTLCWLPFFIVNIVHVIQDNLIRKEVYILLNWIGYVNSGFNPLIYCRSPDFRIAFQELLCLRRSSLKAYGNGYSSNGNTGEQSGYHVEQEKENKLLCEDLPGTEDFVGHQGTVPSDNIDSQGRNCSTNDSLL
BRCA1 expr act – qHTS Assay to Identify Small Molecule Activators of BRCA1 Expression. MCF7-BRCA1-FFLuc reporter, luminescence, 48 h; response scale: scaled: vehicle 0%, 10 µM genistein 100%. Potency, µM (doses to about 46.1 µM), for the others: top-dose activation, most hits filed as activators. 380,000 tested, 1.1% active; note: potency is the fitted concentration of half-maximal effect; nearly all actives have a fitted effect of over 80% in size; some results filed as inactive show a strong effect at the top dose
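Using MCF7 cells harboring a BRCA1 firefly luciferase reporter, plated 2 h before compound pinning, the screen measured luminescence after 48 h incubation. Responses were normalized to DMSO and 10 microM genistein, then fitted for concentration-effect.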
TCR activator – Activators of T cell receptors: qHTS campaign. primary human leukocytes, anti-CD3, IL-2 HTRF, 48 h. Potency, µM (doses to about 9.22 µM), inactives show top-dose activation of IL-2 secretion, most hits filed as activators. 330,000 tested, under 10 active; note: % of control where 0% means no effect
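1) Mix primary human leukocytes, a-CD3 beads and compound. 2) Incubate 48 hr. 3) Add HTRF IL-2 reagents (a-IL-2-K, a-IL-2-d2).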
TRPV1 agonist – HTS Assay for Compounds that Act as Agonists of the Vanilloid Receptor 1 | TRPV1-expressing cells, Fluo-8 calcium influx, agonist mode | 320,000 tested, 0.19% active | AID 540275, 2011 | activation, % at 8.33 µM; in the data active = activation above about 80%; inconclusive = between about 30% and that limit; note: 0% is about no effect
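TRPV1-expressing cells were cultured overnight at 35.5C and loaded with Fluo-8 calcium dye for 40 to 90 min at room temperature. After a 10 s baseline, compound was added and calcium influx was read kinetically for 3 min (ex 480/em 520 nm).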
PTAP TSG101 blk – qHTS Assay for Iinhibitors of HIV-1 Budding by Blocking the Interaction of PTAP/TSG101 | Fluorescence polarization, FITC-PTAP peptide / Tsg101 binding | Potency, µM (highest dose often 115 µM), inactives show at the top dose activity change, negative = inhibition, most hits filed as inhibitors | 340,000 tested, under 10 active | AID 493005, 2010; active = well fitted inhibition curve with a large enough effect in the main read-out, with a control signal flat, not every such curve was filed as active; inconclusive = small, poorly fitted or top-dose-only effect, or effect the other way, or a change in a side signal; inactive = no such curve, though single readings can be large or run the other way; note: potency is the fitted concentration of half-maximal effect; % of control where 0% means no effect
Target sequence (Q99816 whole entry, looked up): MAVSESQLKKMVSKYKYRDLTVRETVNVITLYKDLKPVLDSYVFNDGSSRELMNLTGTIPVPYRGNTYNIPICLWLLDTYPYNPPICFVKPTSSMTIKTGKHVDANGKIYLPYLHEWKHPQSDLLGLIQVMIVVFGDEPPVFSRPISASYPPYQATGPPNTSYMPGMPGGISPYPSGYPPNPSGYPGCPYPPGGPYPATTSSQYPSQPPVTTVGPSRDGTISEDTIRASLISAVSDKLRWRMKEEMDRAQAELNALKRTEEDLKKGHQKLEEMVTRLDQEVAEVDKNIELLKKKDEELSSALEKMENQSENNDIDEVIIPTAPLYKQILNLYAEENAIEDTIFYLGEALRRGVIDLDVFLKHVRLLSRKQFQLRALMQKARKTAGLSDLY
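FP read-out: FITC-PTAP peptide, 50 nM final, binding Tsg101 binding domain, 10 uM final; 20 min, r.t.; 10 mM HEPES pH 7.5, 0.15 M NaCl, 0.01% Tween 20, 3 mM EDTA, 0.1 mM TCEP.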
ELG1 DNA repair – qHTS screen for small molecules that inhibit ELG1-dependent DNA repair in human embryonic kidney (HEK293T) cells expressing luciferase-tagged ELG1 | HEK293T ELG1-luciferase reporter, luminescence, 16 h; DNA damage induced by 5-fluorouridine | Potency, µM (titrated, usually from 46.1 µM), without a hit: at the top dose activity change, negative = inhibition, actives largely listed as inhibitors | 330,000 tested, 2.3% active | AID 504467, 2011; note: potency is the fitted concentration of half-maximal effect; % is set by controls: 0 for no effect and ±100 for the full control effect; nearly all actives have a fitted effect of over 55% in size
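In this reporter screen, reduction of luminescence relative to DMSO vehicle indicated activity. Compounds and 5-fluorouridine were added together to 2,000 cells per well, incubated for 16 hr at 37 °C, then developed with ONE-Glo.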
A-T KAP1 phos – qHTS Assay for Identifying a Potential Treatment of Ataxia-Telangiectasia; […] A-T fibroblasts, KAP-1 phosphorylation AlphaLISA; neocarzinostatin DNA damage 30 min before lysis; Potency, µM (titrated, usually from 57.5 µM), without a hit: at the top dose activation, hits mostly activators; 320,000 tested, 0.19% active; AID 485349, 2010; note: potency is the fitted concentration of half-maximal effect; % of control where 0% means no effect; nearly all actives have a fitted effect of over 45% in size
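hTERT-immortalized A-T patient fibroblasts ([…]), 500 cells/well in OPTI-MEM, 1% FBS, got compounds for 60 min, then NCS for 30 min at 37C. Lysates were then assayed for phospho-KAP-1 by AlphaLISA (anti-pKAP1 donor, anti-KAP1 acceptor beads), 6 hr at 25C.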
a7 integrin act – qHTS for Activators of Integrin-Mediated Alleviation for Muscular Dystrophy | alpha7betagal myoblasts, beta-gal FDG fluorescence, 48 h | Potency, µM (doses to about 38.3 µM), without a hit: at the highest dose activation, hits mostly activators | 350,000 tested, 0.064% active | AID 624291, 2012;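 note: potency is the fitted concentration of half-maximal effect; 100% = response of the positive control SU9516; nearly all actives have a fitted effect of over 60% in size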
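Alpha7betagal+/- myoblasts (passage 13) were plated 16-24 hr, then exposed to compounds (1:260 dilution of DMSO stock) for 48 hours at 37C. After MPER lysis, β-galactosidase reporter activity was read as FDG fluorescence (ex 480/em 540) after 30 minutes.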
Numbers without * were called inactive; ? = inconclusive; / = not tested or not shown; & = joins results of further samples; [ ] = remark or other dose. Unless noted, calls come from the whole dose curve; as a rule, active = well fitted curve in the direction sought with a large enough effect; inconclusive = small, poorly fitted or top-dose-only effect, or another doubt; inactive = no such curve, though single readings can be large; an effect the other way counts as inactive or inconclusive. Rows were taken by chance; any-hit rate near 3.8%.

Second line of a record – a7 integrin act	A-T KAP1 phos	B2AR arrestin	p53 reactivator	BRCA1 expr act	TCR activator	ELG1 DNA repair	MLL CXXC-DNA inh	PTAP TSG101 blk	TRPV1 agonist
CCN1CCN(c2ccc(N3CCN(S(=O)(=O)c4cc([N+](=O)[O-])ccc4C)CC3)nn2)CC1
    -4%	-1%	-0.1%	4%	-22%	5%	1%	/	-6%	0
COc1ccc(CN2CC(C(=O)NCCCN3CCOCC3)CC2=O)cc1 (stereo not given)
    -18%	1%	3.1%	-5%	16%	-1%	1%	-2%	-8%	-4
O=C(c1cc([N+](=O)[O-])ccc1N1CCOCC1)N1CCCCC1
    3%	5%	-1.7%	-6%	28%	-2%[46.1 µM]	0%	-2%	1%	-1
COC(=O)c1ccccc1S(=O)(=O)N(Cc1ccco1)Cc1cc2cc(OC)ccc2[nH]c1=O
    13%	-4%	-0.7%	3%	-42%	/	23µM*	9%	/	11
O=C(O)[C@H]1CCC(=O)N1Cc1ccco1
    -16%	-1%	-0.1%	2%	0%	0%	1%	2%	-5%	1
O=C(NCCCc1ccccc1)c1cccc(Br)c1
    16%	/	/	/	13µM*	18%	/	/	-7%	/
CC(C)(C)c1ccc(S(=O)(=O)N2CCN(CC(=O)NC(=O)NC3CCCCC3)CC2)cc1
    0%	4%	0.3%	5%	-48%	/	?	/	-1%	8
Cc1sc(N)c(C(=O)c2ccccc2)c1C
    19%	0%	0.4%	6%	0%	-1%	?	-8%	1%	0
Cc1cc(C)cc(N2CC(C(=O)O)CC2=O)c1 (stereo not given)
    16%	6%	0.0%	-7%	-7%	-11%	-5%	6%	-8%	0
CC(=O)Oc1cccc(N2C(=O)c3cccc4c([N+](=O)[O-])ccc(c34)C2=O)c1
    -66%[inhibitor]	3%	4.2%	/	-84%	-3%	15%	-13%	-2%	-1
CCOC(=O)CSc1nnc(CNC(=O)c2ccc([N+](=O)[O-])cc2)n1C
    7%	2%	-0.1%	-3%	-1%	0%	-2%	3%	1%	-2
O=C(NCCCN1CCCC1=O)C1CCN(S(=O)(=O)c2cccc(C(F)(F)F)c2)CC1
    -1%	7%	0.1%	6%	2%	-6%	16%	/	-2%	0
COc1ccc(Nc2cc(C)c3ccc(O)cc3n2)cc1
    0%	12%	0.0%	?	62%	-5%	7%	-6%	-7%	1
COc1ccccc1N1CCN(C(=O)COc2cccc(C)c2C)CC1
    16%	5%	-0.8%	-6%	1%	-1%	?	43%[activator]	-1%	0
CCn1c(CCNC(=O)c2ccc(Cl)c(Cl)c2)nnc1SCCOc1ccc(OC)cc1
    -15%[7.66 µM]	-2%	-3.4%	-3%	-71%	9%	?	44%[activator]	3%	-2
Cc1ccc(NC(=O)CN2C(=O)S/C(=C/c3ccc(-c4cccc(C(=O)O)c4)o3)C2=O)cc1
    -17%	-3%	-0.3%	2%	3%	1%	?	-7%	5%	1
Cc1ccc(O)c(C(=O)c2cc(C#N)c(=O)n(Cc3ccccc3)c2)c1
    0%	8%	-0.2%	-5%	-43%	3%	2%	7%	-11%	2
CC(=O)c1ccc(NC(=O)CC(NCCC2=CCCCC2)C(=O)O)cc1 (stereo not given)
    7%	3%	0.3%	-10%	-14%	-1%[46.1 µM]	-8%	0%	0%	-4
CCN1CCN(CC(O)COC(C)C)CC1 (stereo not given)
    -6%	5%	0.4%	1%	1%	9%	7%	3%	-8%	-8
COc1cccc(/C=C/C(=O)OCC(=O)N2c3ccccc3NC(=O)C2(C)C)c1
    -19%	-2%	0.7%	-4%	5%	-1%[46.1 µM]	-1%	-8%	0%	2
Cc1ccc(/C=C/C(=O)CCC(=O)O)cc1
    16%	0%	-0.6%	11%	?	0%	?	?	-5%	-3
O=C(CSc1ccccc1)NCc1ccccn1
    -3%	3%	-0.9%	13%	-2%	-4%[46.1 µM]	?	0%	-2%	-1
Cc1[nH]c2c(C)cccc2c1CCNC(=O)C1CCCCC1C(=O)OCC(F)(F)F (stereo not given)
    8%	-3%	-0.9%	-8%	-14%	0%	-4%	-6%	0%	12
Cc1ccc(/C=N/NC(=O)Cn2nnc(N)n2)o1
    33%	1%	-0.8%	0%	1%	-4%	-7%	4%	2%	/
CC(C)(C)[C@H]1C=C(C(=O)NCc2nc3ccccc3[nH]2)O[C@@H](OCCCCO)C1
    -11%	-1%	-0.3%	-7%	8%	-17%	-10%	-28%	-6%	30
CC(NC(=O)C1CCN(S(=O)(=O)c2cccs2)CC1)c1cccc(Cl)c1 (stereo not given)
    2%	-1%	-0.2%	-15%	-11%	11%	-3%	/	3%	?
CCc1ccc2[nH]cc(C(=O)OCCOC)c(=O)c2c1
    13%	-3%	0.5%	5%	-28%	5%	5%	-3%	0%	-1
O=C(COC(=O)c1cccc(S(=O)(=O)N2CCCCC2)c1)NC1CCCCC1
    30%	-3%	-0.3%	-19%	7%	-1%	?	/	0%	?
CCCCCCSc1ccc(-c2nc3cc(C)ccn3c2NC2CCCCC2)cc1
    13%	14%	0.0%	2%	-27%&5%	4%	9%	/	9%	/
CCN(C(=O)C1CSC2(C)CCC(=O)N12)c1nc2c(C)cccc2s1 (stereo not given)
    -2%	3%	-0.2%	4%	-17%	-1%	5%	/	-4%	-3
Cc1cc(OCC(=O)Nc2ccncc2)cc(C)c1Cl
    -17%	-7%	-0.1%	/	11%	/	2.6µM*	-5%	-2%	?
O=C(Cc1cccc2ccccc12)NNC(=O)c1ccc(Br)o1
    22%	-7%	-2.7%	/	-3%	-2%	5%	-2%	-3%	-4
O=[N+]([O-])c1ccc2nc(-c3ccccc3)[nH]c2c1
    -33%	3%	-0.2%	/	?	-2%[46.1 µM]	?	-9%	-3%	10
CCN1C(=NCCOC)N[C@@H](c2ccccc2)[C@H](C(=O)OC)[C@H]1C
    -10%	-2%&4%	-0.5%&-0.2%	0%	-1%	-2%	?	-2%	0%	-2
O=C(CSc1nnnn1-c1ccccc1)NCC1(N2CCOCC2)CCCCC1
    -10%	-5%	-0.5%	2%	-2%	5%	0%	/	0%	4
CC1(OC(=O)C2CCCC2)C(=O)C=C2C=C(c3ccsc3)N(Cc3ccc4c(c3)OCO4)C=C2C1=O (stereo not given)
    11%	-16%	0.1%	-1%	-4%	11%	?	2%	0%	1
O=C(c1ccc(Cl)cc1)N1CCCC(C(=O)N2CCCCC2)C1 (stereo not given)
    -27%	-2%	0.4%	-1%	-1%	9%	10%	0%	-4%	?
O=S(=O)(c1ccc2c(c1)OCCO2)N1C[C@@H]2C[C@H]1CN2S(=O)(=O)c1c(F)cccc1F
    /	6%	0.2%	-3%	-25%	6%	5%	/	-1%	/
C#CCN(C(=O)Nc1ccccc1)c1ccccc1
    24%	-1%	0.1%	1%	24%	2%[46.1 µM]	6%	-8%	0%	5
O=C(NCCCN1CCOCC1)/C(=C/c1cccnc1)NC(=O)c1ccccc1
    14%	8%	0.1%	3%	-27%	6%	-12%	20%	0%	-1
O=C(CN1C(=O)CCSc2ccc(S(=O)(=O)N3CCOCC3)cc21)Nc1cccc(F)c1
    -4%	-1%	-0.2%	-9%	-8%	4%	0%	6%	0%	8
O=C(O)CCN1C(=O)c2ccc(NC(=O)CSc3ccccc3)cc2C1=O
    -18%	-3%	-0.8%	11%	-16%	-5%[46.1 µM]	15%	9%	-6%	-2
COC(=O)c1nn(-c2ccccc2)c(Cl)c1/C=N/O
    -31%	3%	-0.1%	-10%	-14%	1%	-16%	-5%	-6%	-1
COC(=O)C(CC(C)C)NC(=O)/C=C/c1ccc(Cl)cc1 (stereo not given)
    5%	-2%	0.0%	2%	1%	-4%	0%	1%	-1%	13
CCc1ccc(-c2nc3ccc(Br)cc3c(C(=O)O)c2C)s1
    ?	6%	-0.1%	3%	21%	0%	27%	10%	-1%	1
CC[C@H](C)[C@H]1CNC(=S)N1CC1CCN(CCC23CC4CC(CC(C4)C2)C3)CC1
    0%	/	/	/	-28%	7%	/	/	-4%	/
O=[N+]([O-])c1cccc(-c2nnc3cccc(Cl)n23)c1
    ?	?	-0.1%	10%	-23%	3%	16%	-13%	-2%	-2
O=C(OCC(=O)N1CCCc2ccccc21)c1ccc(Br)o1
    20%	21%	0.2%	-4%	8%	-3%	-1%	1%	0%	20
